ARNT-TACC3 inh: disruptors of human ARNT/TACC3 interaction | AID 623870 | 390,000 compounds, 0.66% hits | inhibition, % at 9.99 µM | Q9Y6A5 | AlphaScreen His-ARNT PAS-B/GST-TACC3 binding, luminescence; TACC3 fragment carries E629A point mutation;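 active = mean inhibition of replicates at least 50% and at least half of replicates each reaching 50%; inconclusive = half or more replicates reach 50% but mean below 50%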;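 note: 0% = complete ARNT plus TACC3 wells and 100% = ARNT alone without TACC3; many hits fall short of the cut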
E-selectin induc: induces E-selectin expression in human endothelial cells | activation, % at 7.58 µM | HUVEC E-selectin immunofluorescence imaging; normalized: neutral wells 0, TNF-alpha wells 100 | 260,000 compounds, 0.37% hits | P16581;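 active = mean E-selectin-positive cell signal at least 10% of the positive control, reached in at least 60% of replicates, without over 20% cell loss; inconclusive = no rule given, readout overlaps actives, possibly toxicity-flagged; inactive = the rest, including those meeting only one limit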;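 note: in these data hits start at about 27%; measured in HUVEC primary endothelial cells; signal is the percent of cells scored E-selectin positive by PE staining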
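Read-out: % PE-positive cells | Test system: HUVEC | Doses: One compound dose added by pin transfer | Buffer or medium: EGM-2 over gelatin coat | Signal: Immunofluorescence imaging | Benchmarks: TNF-alpha, DMSO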
PglD inh: PglD (C. jejuni) enzyme inhibition | purified PglD enzyme, DTNB colorimetric CoA detection | inhibition, % at 12.5 µM | 360,000 compounds, 0.098% hits | AID 602405; in the data active = inhibition above about 16%, passing the limit was not always enough; inconclusive = no clear call, values can overlap the other calls; note: strong numbers were not always called active
ERp5 inh: inhibitors of human ERp5; AID 651711; 350,000 compounds, 0.05% hits; ERp5 insulin aggregation, absorbance 650 nm, 90 min; inhibition, % at 9.99 µM;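 active = mean replicate inhibition above about 25%, with every replicate also reaching it, limit read from the data, passing the limit was not always enough; inconclusive = only one of those two criteria met; inactive = neither criterion met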
Target sequence (Q15084 whole entry, looked up): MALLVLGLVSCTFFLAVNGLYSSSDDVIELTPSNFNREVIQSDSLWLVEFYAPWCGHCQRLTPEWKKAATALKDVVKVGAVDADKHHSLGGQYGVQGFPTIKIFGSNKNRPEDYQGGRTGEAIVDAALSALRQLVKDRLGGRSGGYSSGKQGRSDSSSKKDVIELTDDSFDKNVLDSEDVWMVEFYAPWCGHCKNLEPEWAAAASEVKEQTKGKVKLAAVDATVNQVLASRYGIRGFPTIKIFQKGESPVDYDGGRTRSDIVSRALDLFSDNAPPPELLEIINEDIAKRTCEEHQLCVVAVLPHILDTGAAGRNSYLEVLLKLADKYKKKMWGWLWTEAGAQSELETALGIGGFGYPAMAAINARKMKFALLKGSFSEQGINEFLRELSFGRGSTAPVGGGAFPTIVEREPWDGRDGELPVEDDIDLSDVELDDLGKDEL
RAD52 anneal inh: inhibitors of human RAD52 DNA annealing; 360,000 compounds, 0.46% hits; P43351; inhibition, % at 18.7 µM; AID 651710; recombinant RAD52 DNA annealing, FRET fluorescence;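 active = every replicate showing at least 50% inhibition; inconclusive = mean inhibition at least 50% but not in every replicate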
esBAF inh: blocks esBAF chromatin remodeling in mouse ES cells; 350,000 compounds, 2% hits; Bmi1-luciferase knock-in reporter, 24 h; 100% = twice the neutral-well signal; AID 602393; reporter increase, % at 12.5 µM; in the data active = activation above about 40%; inconclusive = no clear call, values can overlap the other calls;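 note: 0% = median of the plate's neutral control wells and 100% = double that signal; a rise in the Bmi1 reporter signal indicates esBAF inhibition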
CASP6 VEID inh: inhibitors of human caspase-6; P55212; purified caspase-6, Z-VEID-R110 cleavage fluorescence; inhibition, % at 12.5 µM; 350,000 compounds, 0.53% hits; AID 686996;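 active = mean inhibition across replicates at least about 35%, with every replicate also reaching that limit, limit read from the data; inconclusive = only one of the two criteria met; inactive = neither criterion met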;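 note: 0% = median of neutral control wells and 100% = no fluorescence left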
Target sequence (P55212 24-179 limits assumed): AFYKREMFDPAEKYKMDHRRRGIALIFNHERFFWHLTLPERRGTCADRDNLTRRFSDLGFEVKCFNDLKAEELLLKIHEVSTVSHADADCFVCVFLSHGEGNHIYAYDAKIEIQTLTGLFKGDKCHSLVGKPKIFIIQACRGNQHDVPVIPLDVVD
Target sequence (P55212 194-293 limits assumed): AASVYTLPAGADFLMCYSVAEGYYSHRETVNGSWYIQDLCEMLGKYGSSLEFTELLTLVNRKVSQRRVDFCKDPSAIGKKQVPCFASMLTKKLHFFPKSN
RAD54 inh: RAD54 (human) branch migration inhibition. 360,000 compounds, 0.14% hits. inhibition, % at 10.4 µM. Q92698. RAD54 Holliday junction branch migration, FAM/BHQ fluorescence;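 active = mean normalized replicate activity at least 40 and at least half of replicates scoring 40 or more; inconclusive = only one of the two criteria met; inactive = mean below 40 and under half of replicates reaching 40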;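 note: 0% = median of neutral control wells and 100% = median of positive control wells; inhibitors cause a drop in the FAM fluorescence signal; in these data hits start at about 50%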
Active calls of the source: *; ? = inconclusive; / = not tested or not shown.

cpd	mol	ARNT-TACC3 inh	E-selectin induc	PglD inh	ERp5 inh
1	COc1cc2c(cc1OC)[C@@H](NC(=O)c1ccncc1)[C@H](C)[C@H]2c1ccccc1	/	-0.1	/	-5
2	C[C@]12CCC(=O)C[C@@H]1CC[C@@H]1[C@@H]2CC[C@]2(C)C=CC[C@@H]12	-4	0.1	0	0
3	Cc1ccccc1S(=O)(=O)N1[C@@H]2CNC[C@H]1C2c1ccc(-c2ccc(C(=O)N(C)C)cc2)cc1 (some centres undefined)	/	-0.1	/	12
4	C[C@H](CO)N1C[C@H](C)[C@@H](CN(C)C(=O)Cc2ccccc2)OCCCC[C@H](C)Oc2ccc(NC(=O)Nc3ccc(F)cc3)cc2C1=O	-2	0.0	0	-1
5	CCOc1cc(/C=N/NC(=O)CCn2nc(C)cc2C)ccc1O	9	2.0	/	-6
6	COc1ccc(S(=O)(=O)Nc2ccc3oc(C)c(C(C)=O)c3c2)cc1	-3	/	1	/
7	CC(C)NC(=O)N(C)C[C@H]1Oc2ccc(NC(=O)c3ccncc3)cc2CC(=O)N([C@@H](C)CO)C[C@@H]1C	0	-0.5	2	3
8	COc1ccc(NC(=O)[C@H](NC(=O)[C@@H]2Cc3ccccc3CN2)c2ccccc2)cc1	-3	/	6	0
9	Cc1ccc(CCNC(=O)c2nnn(-c3cc(C)cc(C)c3)c2N)cc1	13	/	2	/
10	Cn1c(=O)n(CCCOc2ccc(Cl)cc2)c2ccccc21	-12	/	-2	/
11	O=C(CCNc1ccc(Cc2ccncc2)cc1)c1cccc([N+](=O)[O-])c1	-10	/	/	1
12	Cn1nc([N+](=O)[O-])nc1S(C)(=O)=O	-7	/	/	0

cpd	RAD52 anneal inh	esBAF inh	CASP6 VEID inh	RAD54 inh
1	-5	/	-3	/
2	-2	-4	-2	17
3	-30	/	-1	/
4	-1	-4	0	4
5	-16	/	6	/
6	/	-41	/	4
7	4	-2	2	13
8	-1	0	/	-4
9	/	-3	/	-4
10	/	12	/	-9
11	-13	/	0	/
12	-1	-4	8	/

Of the compounds above, 3 have an aryl methoxy group.
cpd	mol	ARNT-TACC3 inh	E-selectin induc	PglD inh	ERp5 inh
1	COc1cc2c(cc1OC)[C@@H](NC(=O)c1ccncc1)[C@H](C)[C@H]2c1ccccc1	/	-0.1	/	-5
6	COc1ccc(S(=O)(=O)Nc2ccc3oc(C)c(C(C)=O)c3c2)cc1	-3	/	1	/
8	COc1ccc(NC(=O)[C@H](NC(=O)[C@@H]2Cc3ccccc3CN2)c2ccccc2)cc1	-3	/	6	0

cpd	RAD52 anneal inh	esBAF inh	CASP6 VEID inh	RAD54 inh
1	-5	/	-3	/
6	/	-41	/	4
8	-1	0	/	-4

(cont.)
cpd	mol	ARNT-TACC3 inh	E-selectin induc	PglD inh	ERp5 inh
13	CN1C(=O)c2cc(NC(=O)c3cccs3)ccc2OC[C@@H]2O[C@@H](CC(=O)N3CCCCC3)CC[C@@H]21	-5	0.0	2	-3
14	CCOC(=O)C1(CCOc2ccccc2)CCN(Cc2cccn2-c2ncccn2)CC1	11	/	/	3
15	COc1cccc(-c2cnc3c(NC=O)cc(-c4ccccc4Oc4ccccc4)cn23)c1	/	0.1	-6	6
16	CCOC(=O)C1(CCCc2ccccc2)CCN(C(=O)Cn2nc(C)nc2C)CC1	-8	2.6	-2	-6
17	Cc1c(Cl)c(C(=O)NNC(=S)Nc2ccc(F)cc2)nn1C	18	-0.9	1	1
18	COc1cc(C(=O)OCC(=O)NC2CCCCCC2)ccc1OCC(C)C	2	/	3	-8
19	Cc1ccc(CN2CCN(c3cccc4[nH]ccc34)CC2)cc1	13	0.0	-1	-4
20	Cc1ccc(CSCc2nnc(SCC(=O)N3CCN(c4ccccc4)CC3)n2C)cc1	-3	/	-5	/
21	COc1cccc(S(=O)(=O)Nc2ccc3c(c2)OC[C@@H](C)N(C(=O)Cc2cccnc2)C[C@H](C)[C@H](OC)CN(C)C3=O)c1	-10	-0.1	6	/
22	OC(COCc1cccs1)CN1CCN(c2cccc(Cl)c2)CC1 (centres undefined)	0	2.0	/	-3
23	C[C@H](CO)N1C[C@H](C)[C@H](CN(C)C(=O)Nc2ccccc2)Oc2ncc(-c3ccc(C#N)cc3)cc2C1=O	10	0.1	-2	0
24	COc1ccc(S(=O)(=O)Nc2nnc(C)s2)cc1	-2	/	-6	3

cpd	RAD52 anneal inh	esBAF inh	CASP6 VEID inh	RAD54 inh
13	6	1	0	0
14	-17	/	-3	/
15	-18	-1	-1	-13
16	-7	/	2	-16
17	-9	44	-2	-5
18	4	8	-2	-6
19	-4	10	/	-1
20	/	-16	/	3
21	/	0	/	14
22	5	/	-1	/
23	1	-2	1	7
24	2	-2	1	-3

cpd	mol	ARNT-TACC3 inh	E-selectin induc	PglD inh	ERp5 inh
25	O=C(CSc1cccc(C(F)(F)F)c1)NCc1ccccc1	18	/	/	-1
26	O=C(NCc1ccc(-n2cccc2)cc1)c1cccc(F)c1	-2	/	/	-4
27	O=S(=O)(c1ccccc1)N1CCN=C1SCc1c(F)cccc1Cl	-4	0.5	4	-1
28	C[C@@H]1CN([C@H](C)CO)C(=O)Cc2cc(N(C)C)ccc2O[C@H]1CN(C)Cc1ccc(C(F)(F)F)cc1	4	-8.1	1	-2
29	O=C(CN(C(=O)CCC(=O)Nc1nccs1)c1ccc2c(c1)OCCO2)NCc1ccco1	-3	/	1	/
30	O=C(CCN1C(=O)/C(=C/c2ccccc2)SC1=S)NCCc1ccc(O)cc1	-3	/	0	/
31	CC(C)Nc1oc(-c2cccc3ccccc23)nc1C#N	-3	/	-4	/
32	COc1ccccc1N1CCN(C(=O)c2ccc(COc3cccc4c3OC(C)(C)C4)cc2)CC1	-2	1.6	0	-5
33	O=C1CN(CC(=O)NC2CCCc3ccccc32)CCN1 (centres undefined)	-5	-0.1	0	1
34	N#C[C@H]1[C@H](c2ccccc2C2=CCCC2)[C@@H](CO)N1C(=O)C1CC1	/	0.2	/	-1
35	CN(C)c1cccc(C(=O)OCC(=O)NCC2CCCO2)c1 (centres undefined)	4	/	-1	/
36	COC(=O)Cc1nnn2c1[C@H](C)[C@@H](OC)c1cc(Br)ccc1-2	/	-0.2	/	-3

cpd	RAD52 anneal inh	esBAF inh	CASP6 VEID inh	RAD54 inh
25	-13	/	7	/
26	-2	/	-4	/
27	-6	5	-3	1
28	12	-1	2	1
29	/	7	/	-7
30	/	2	/	6
31	/	38	/	-3
32	-9	-2	1	-8
33	-16	-6	-2	11
34	-8	/	2	/
35	/	15	/	-2
36	-5	/	-2	/

cpd	mol	ARNT-TACC3 inh	E-selectin induc	PglD inh	ERp5 inh
37	C(=C\c1ccc(C2[C@@H]3CN(Cc4ccccn4)C[C@H]2N3)cc1)/c1ccccc1 (some centres undefined)	/	0.0	/	14
38	CN(C)S(=O)(=O)c1cccc(-c2csc(N/N=C/c3ccco3)n2)c1	-12	-0.4	5	1
39	Cc1cc([N+](=O)[O-])nn1CC(=O)Nc1cc(F)ccc1F	-2	0.4	/	2
40	O=S(=O)(c1ccccc1)N1CCN(c2ccccc2)CC1	-24	/	0	-3
41	O=C(COC(=O)[C@H](Cc1ccccc1)NC(=O)c1ccco1)NC(c1ccccc1)c1ccccc1	/	/	-1	-7
42	C[C@@H]1CN([C@@H](C)CO)C(=O)c2cc(NC(=O)C3CC3)ccc2O[C@H]1CN(C)C(=O)Nc1cccc2ccccc12	-6	0.0	7	5
43	C[C@@H]1CCCCO[C@H](CN(C)C(=O)Nc2ccc(F)cc2)[C@H](C)CN([C@@H](C)CO)C(=O)c2cc(NS(=O)(=O)c3cn(C)cn3)ccc2O1	6	-0.2	-3	-13
44	CCC(CC)C(=O)Nc1nnc(SCC(=O)NC(C)(C)C)s1	-1	4.0	3	1
45	Cc1cc(=O)oc(C)c1C(=O)OCC(=O)c1ccc(Br)cc1	7	/	8	/
46	COC(=O)C1Cc2c([nH]c3ccccc23)C2(CCN(Cc3ccccc3)CC2)N1 (centres undefined)	14	/	3	-1
47	Cc1ccc2nc(C3CCCN3Cc3nc(CCC(C)C)no3)[nH]c2c1 (centres undefined)	13	/	/	3
48	C[C@H]1CCC(=O)N(CCSc2ccc(Br)cc2)CC1	-4	0.3	-2	-4

cpd	RAD52 anneal inh	esBAF inh	CASP6 VEID inh	RAD54 inh
37	42	/	-2	/
38	-23	28	-3	-11
39	4	/	2	/
40	4	-16	-2	-8
41	-11	-8	-1	6
42	5	0	3	6
43	4	0	4	-7
44	-4	/	-3	-5
45	/	16	/	-1
46	2	-2	-3	3
47	-14	/	-2	/
48	7	53*	-2	-2

cpd	mol	ARNT-TACC3 inh	E-selectin induc	PglD inh	ERp5 inh
49	O=C(C1COc2ccccc2O1)N1CCCCC1 (centres undefined)	/	-0.5	-3	-7
50	CN(CC(=O)Nc1ccc(F)cc1)C(=O)COC(=O)c1nc(Cl)ccc1Cl	/	-0.1	1	3
51	CCCCN1CCc2c([nH]c3ccc(C)cc23)C1=O	-8	/	0	/
52	COc1ccc(/C=C2\N=C(C(C)(C)C)OC2=O)c(OC)c1	2	/	2	6
53	c1ccc(SCCOCCN2CCOCC2)cc1	-3	-0.1	-3	-3
54	C[C@@H]1CN([C@@H](C)CO)C(=O)c2cc(-c3ccc(C(=O)N(C)C)cc3)cnc2O[C@@H]1CN(C)Cc1ccc(C(=O)O)cc1	0	0.1	-1	-6
55	CO[C@H]1CN(C)C(=O)c2cc(NS(=O)(=O)c3ccccc3)ccc2OC[C@H](C)N(C)C[C@H]1C	-12	0.3	10	2
56	O=c1c2ccccc2oc2cc(NCCCn3ccnc3)ccc12	-6	1.1	1	-1
57	Cc1cc(C(=O)NCC(=O)OCC(=O)Nc2ccc(OC(F)F)cc2)ccc1[N+](=O)[O-]	2	0.2	/	-10
58	CCOc1ccccc1Nc1nnc(SCC(=O)Nc2ccc3[nH]c(=O)[nH]c3c2)s1	-3	-0.1	1	-1
59	CCCCn1c(N)c(N(CC(C)C)C(=O)c2cccc(S(=O)(=O)N3CCCCC3)c2)c(=O)[nH]c1=O	-2	/	2	-4
60	COc1cc(/C=N/NC(=O)c2nonc2N)cc(OC)c1OC	-6	/	0	-5

cpd	RAD52 anneal inh	esBAF inh	CASP6 VEID inh	RAD54 inh
49	-11	-2	1	-4
50	-5	3	-4	-8
51	/	?	/	-15
52	-21	3	-3	-1
53	6	10	-3	-16
54	14	-5	0	4
55	7	4	-1	-1
56	-11	3	-2	18
57	-10	/	1	/
58	-6	2	-1	1
59	-17	-4	7	-3
60	-1	-2	3	9

cpd	mol	ARNT-TACC3 inh	E-selectin induc	PglD inh	ERp5 inh
61	C[C@H]1CN([C@@H](C)CO)C(=O)c2cccc(NS(=O)(=O)c3cccs3)c2O[C@@H]1CN(C)Cc1ccc(C(=O)O)cc1	/	/	8	-1
62	c1ccc(-c2ccccc2OCCOCCN2CCCCC2)cc1	-1	/	5	/
63	CCc1cc(=O)oc2c(C)c(OCC(=O)N3CCCc4ccccc43)ccc12	-1	/	-1	/
64	O=c1oc2ccccc2c(N2CCC(c3ccccc3)CC2)c1[N+](=O)[O-]	-2	/	/	2
65	CN(C)CC1CCC/C(=C\c2ccc(OC(=O)/C=C/c3ccccc3)cc2)C1=O (centres undefined)	0	-0.2	/	-1
66	COc1ccc(CCNC(=O)CCCc2ccccc2)cc1OC	-3	-0.1	8	2

cpd	RAD52 anneal inh	esBAF inh	CASP6 VEID inh	RAD54 inh
61	20	-2	1	-8
62	/	-2	/	2
63	/	2	/	-7
64	-5	/	0	/
65	-13	-2	2	/
66	-14	1	2	-17
